Screens from PubChem.
Growth percent in the NCI-60 one-dose screen (48 h, 10 µM unless noted): 100 = growth as untreated, 0 = no growth, -100 = all killed.
HS 578T: HS 578T breast cancer; hit rate 4.1% among 78,000
MDA-MB-468: MDA-MB-468 breast cancer; hit rate 8.5% among 78,000; AID 2202374
MDA-MB-231: MDA-MB-231 breast cancer. hit rate 5% among 81,000
T-47D: T-47D breast cancer | hit rate 5% among 79,000 | AID 1794792
K-562: K-562 leukemia; hit rate 7.4% among 78,000
MCF7: MCF7 breast cancer; hit rate 6.3% among 82,000; AID 1794796
BT-549: BT-549 breast cancer | hit rate 4.4% among 78,000 | AID 1794793
SR: SR leukemia cells. hit rate 8.7% among 73,000
* marks the source's active call; other numbers are inactive results; . = not tested or not shown; & = joins results of further samples. How the source made its calls: active means growth percent below 10; inactive means the rest.

molecule,HS 578T,MDA-MB-468,MDA-MB-231,T-47D,K-562,MCF7,BT-549,SR
CCOn1nnc2c(Cl)c3[nH]ccc(=O)c3cc21,125,.,103,87,96,112,115,40
CN(C)c1ccc2cc3c(cc2c1)Oc1ccccc1N3.[Cl][Zn][Cl],106,-10*,0.1*,-19*,12,3.3*,105,13
Cc1ccc(Oc2nc3sc4c(C)ccc(C)c4n3c(=O)c2C#N)cc1,87,86,99,82,115,65,103,79
CC(=O)Nc1ccc(Oc2ccccc2)cc1,106,99,101,99,109,93,87,.
COc1cc(C2CC(c3ccc(S(=O)(=O)NCCNc4nc(N(C)C)nc(N5CCOCC5)n4)cc3)=Nc3c(N)nc(N)nc3N2)cc(OC)c1OC (configuration not stated),77,95,81,95,93,95,95,93
CN(C)c1ccc(/C=N/N=C(N)N)cc1,78,33,76,82,40,32,93,55
Cc1cc(Cl)c2c(Cl)ccc(Cl)c2n1,119,105,119,103,98,99,100,92
O=C(O)CSc1nc2ccccc2s1,101,112&113,102&99,101&105,233&121,95&100,81&96,177&117
OB(O)c1ccc(Br)cc1,90,101,110,104,110,92,97,.
Brc1cccc(/C=N/Nc2nc(N/N=C/c3cccc(Br)c3)nc(N3CCOCC3)n2)c1,66,1.1*,66,56,15,22,53,7.9*
Nc1c(C(=O)NCc2ccccc2)sc2nc3c(cc12)C(=O)CCC3,123,116,111,106,111,111,120,117
CC(=O)c1ccc2c3ccccc3n(C(C)=O)c2c1,121,.,90,91,99,65,87,82
N#CCCN1CCN(CCC#N)CC1,109,105,121,108,101,99,111,99
COc1cc(CCC(C)=O)ccc1OC(=O)c1c(-c2c(F)cccc2Cl)noc1C,106,97,75,78,81,99,99,92
CCCCCCCCCCCCCCCCCCCCCC(=O)O,93,95,98,83,112,92,99,100

The list goes on.
molecule,HS 578T,MDA-MB-468,MDA-MB-231,T-47D,K-562,MCF7,BT-549,SR
Cn1c(S)c(N=Nc2ccccc2)sc1=O,76,77,77,52,90,67,66,93
COCCOC(=O)Cc1ccc(OC)c(OC)c1,100,115,107,103,108,102,109,88
CCCCNC(=O)Oc1ccc(/C(=C(/C)Cc2ccc(OC)cc2)c2ccc(OCCN(C)C)cc2)cc1,77,80,92,54,34,39,85,35
O=c1c2c3c(sc2[nH]c(=S)n1-c1ccc(S(=O)(=O)Nc2ccc(Cl)nn2)cc1)CCCC3,82,88,80,89,120,84,81,120
COC(=O)c1ccc2oc(NC(=O)c3ccc(NC4CCCCC4)c([N+](=O)[O-])c3)nc2c1,91,96,86,103,113,86,96,115
O=C(CCc1nnc(Cn2cnc3nc[nH]c3c2=O)o1)c1nc2ncccc2[nH]1,93,102,95,95,100,97,96,100
CC(=O)/C=C/c1ccc(N(C)C)cc1,114,103,119,105,93,96,108,95
Cc1cc(C)c2c(N)c(C(=O)c3cccs3)sc2n1,100,98,106,98,98,71,119,.
Cc1nc2ccc(OCc3cn(-c4ccc(F)c(Cl)c4)nn3)cc2c(=O)n1-c1ccccc1,82,84,106,83,92,96,97,81
N#Cc1c(-c2ccco2)nc2c(c(-c3ccccc3)nn2-c2ccccc2)c1-c1ccc(O)cc1,54,92,82,19,16,47,65,20
O=C1Nc2ccc(F)cc2/C1=C/c1cccc(OCc2ccccn2)c1,-6.6*,-6.0*,31,45,4.8*,3.2*,24,.
COc1cc2c(cc1OC)[C@H](c1ccc(O)cc1)[C@@H](C)C(C)=C2,190,117,105,88,105,114,.,57
N#Cc1c(NC(=O)c2ccccc2)nn2c3c(cnc12)CCC3,97,102,98,91,102,92,103,.
COc1cc(OC)c(C(=O)/C=C/c2ccc3c(Cl)cc(Cl)c(O)c3n2)c(OC)c1,48,53,48,34,39,33,39,16
CC(=O)Oc1csc(N(C(C)=O)c2ccc(Cl)cc2Cl)n1,108,91,87,92,100,102,82,105

Record cards, from the list above:
N#Cc1c(-c2ccco2)nc2c(c(-c3ccccc3)nn2-c2ccccc2)c1-c1ccc(O)cc1 as listed: HS 578T: 54; MDA-MB-468: 92; MDA-MB-231: 82; T-47D: 19; K-562: 16; MCF7: 47; BT-549: 65; SR: 20
O=c1c2c3c(sc2[nH]c(=S)n1-c1ccc(S(=O)(=O)Nc2ccc(Cl)nn2)cc1)CCCC3 as listed: HS 578T: 82; MDA-MB-468: 88; MDA-MB-231: 80; T-47D: 89; K-562: 120; MCF7: 84; BT-549: 81; SR: 120

The listing picks up, repeating the 2 entries before the break.
molecule,HS 578T,MDA-MB-468,MDA-MB-231,T-47D,K-562,MCF7,BT-549,SR
COc1cc(OC)c(C(=O)/C=C/c2ccc3c(Cl)cc(Cl)c(O)c3n2)c(OC)c1,48,53,48,34,39,33,39,16
CC(=O)Oc1csc(N(C(C)=O)c2ccc(Cl)cc2Cl)n1,108,91,87,92,100,102,82,105
N#Cc1ccc(CN(Nc2ccccc2)c2ccccc2)cc1,104,70,97,72,69,86,94,78
CCSc1nc2ncnc(N(C)C)c2c(=O)[nH]1,93,89,100,105,94,98,99,97
CC(=O)Nc1ccc(S(=O)(=O)NC(CCC(=O)Nc2ccc(Cl)cc2)C(=O)O)cc1 (configuration not stated),98,99,95,80,77,85,.,78
OCCNc1nc(NCCO)nc(Nc2ccc(C3=NN(c4cc(Cl)cc(Cl)c4)C(c4ccc(C(F)(F)F)cc4)C3)cc2)n1 (configuration not stated),44,40,42,54,11,11,61,4.8*
CCC(C(=O)NC(=O)NOC)c1ccccc1 (configuration not stated),118,122,103,86,99,96,98,98
COc1ccc(C2CC(c3ccc(Nc4nc(Nc5ccc(F)cc5)nc(Nc5ccc(Cl)cc5)n4)cc3)=NN2C(C)=O)cc1 (configuration not stated),108,104,91,72,114,105,143,107
CC(=O)c1nn(-c2ccc(Cl)cc2)/c(=N\N=C\c2coc3ccc(F)cc3c2=O)s1,104,104,91,.,90,100,116,99
O=C1NC(=O)c2ccc3c4c(ccc1c24)C(=O)NC3=O,56,.,79,111,85,80,90,89
O=C(O)c1ccccc1Nc1cccc2c1C(=O)c1cccc(Nc3ccccc3C(=O)O)c1C2=O,106,113,89,81,91,86,100,125
OCCc1cccnc1,108,112,102,96,101,92,.,97
Cc1ccc(NC(=O)c2ccc(Nc3ncnc4c3cnn4-c3cccc(F)c3)cc2)cc1,97,97,95,93,96,97,100,93
Cc1ccc(CNc2c3ccccc3nc3ccccc23)cc1,39,7.2*,43,25,3.0*,9.0*,71,-0.8*
CS(=O)(=O)Nc1ccc(C(=O)Nc2cc(Cl)ccc2Oc2ccccc2)cc1,.,86,105,79,76,97,104,85
CCN(CC)CCN1C(=O)c2cccc3c(C#CCN4C(=O)c5cccc6cccc(c56)C4=O)ccc(c23)C1=O,101,104,109,96,37,86,110,.
CCOc1ccc(NC(=O)OCCN2CCN(CCc3ccccc3)C(C)C2)cc1 (configuration not stated),104,89,116,82,105,139,81,79

(next part)
molecule,HS 578T,MDA-MB-468,MDA-MB-231,T-47D,K-562,MCF7,BT-549,SR
CC1(C)COC1(c1ccccc1)c1cccnc1 (configuration not stated),103,77,120,99,106,93,109,102
COc1ccc2[nH]c(O)c(/C=c3/ccc4c(c3)N=C(c3cccs3)N=4)c2c1,75,94,96,57,48,50,56,51
CC(O)(CC(=O)O)CC(=O)O,107&101,103&102,123&100,92&118,100,99&97,101&103,95&101
CCOC(=O)C1=C(C)NC(=O)NC1c1cccnc1 (configuration not stated),106,103,102,104,104,95,103,104
COc1cc(/C=C2\S/C(=N/c3nc(C)c(C(C)=O)s3)NC2=O)ccc1O,97,101,94,88,91,74,90,82
O=C(CSc1nnc(-c2ccc(-c3nc4ccccc4[nH]3)cc2)o1)Nc1ccc(Br)cc1,57,67,-29*,33,11,9.7*,37,5.2*
C/C(=N/NC(=S)NC1CCCCC1)c1sc(Nc2ccc(F)cc2)nc1C,103,101,95,77,88,89,111,.
O=c1[nH]ccc2nc(N3CCC(O)CC3)nc(Nc3cccc(C(F)(F)F)c3)c12,80,15,88,62,45,22,17,.
CC1=CC(=O)C=C(C(C)C)/C1=C(\c1ccccc1C(=O)O)c1c(C)cc(OP(=O)(O)O)cc1C(C)C,84,96,76,73,64,95,103,87
COC(=O)c1nc(=S)[nH]c(C(=O)OC)c1C(=O)c1ccc(N2CCN(c3ccc(C(=O)c4c(C(=O)OC)nc(=S)[nH]c4C(=O)OC)cc3)CC2)cc1,108,94,101,102,108,93,106,95
O=C1/C(=C/c2ccc(F)cc2)CN(C(=O)C(Cl)Cl)C/C1=C\c1ccc(F)cc1,6.3*,-47*,-40*,-22*,-6.0*,-61*,-80*,-18*
COc1nc2c(c(=O)[nH]1)C(c1ccc(Oc3ccnc4cc(Cl)ccc34)c(OC)c1)C=C(c1cc(OC)c(OC)c(OC)c1)N2 (configuration not stated),98,92,81,90,88,102,92,74
Cc1cc2nc(CC#N)[nH]c2cc1C,.,101,114,86,100,86,.,82
COc1cc2nc(C(=O)N3CCCCC3)cc(Nc3ccccc3)c2cc1OC,95,131,89,91,.,96,102,82
O=C1O[C@H]2CCCC[C@@H]2C12ON=C(c1ccc([N+](=O)[O-])cc1)S2=O (some centres not stated),89,99,114,88,98,96,98,87

Next entries:
molecule,HS 578T,MDA-MB-468,MDA-MB-231,T-47D,K-562,MCF7,BT-549,SR
CC1=CC(=O)CC(C)(C)C1(O)/C=C/C(C)=C\C(=O)O (configuration not stated),113,125,105,107,.,100,104,99
CCCCCc1ccc(C(=O)N2CCN(C)CC2)cc1,135,109,112,95,100,94,.,75
Cc1ccc(S(=O)(=O)OCC2C3C=CC(C3)C2COS(=O)(=O)c2ccc(C)cc2)cc1 (configuration not stated),102,72,73,79,77,93,86,.
CCCCN(CCCC)c1nn[nH]n1,112,112,113,107,.,101,107,93
Cc1cc(C)c(N)c(C(=O)O)c1,94,95,101,101,101,92,98,102
C#CCN1CCOCC1,103,95,129,103,122,96,101,95
O=C(Nc1ncc(Cc2ccccc2Cl)s1)c1cccs1,74,34,89,56,17,46,69,20
O=c1[nH]c(-c2ccc(F)cc2)cc2cc(F)ccc12,93,86,85,49,73,77,87,80
Cc1ccc(-c2cc(-c3ccc(C)cc3)nc(N3CCN(CCNc4ccnc5cc(Cl)ccc45)CC3)n2)cc1,-23*,36,19,72,28,15,68,-1.1*
CCOC(=O)C1C(=O)N(C)C(=O)N1c1ccc(C)cc1 (configuration not stated),99,.,107,97,90,99,111,90
O=C(Nc1ccccc1-c1ccccc1)C(=O)Nc1ccccc1-c1ccccc1,139,105,107,95,131,113,107,111
CC[C@H](CC[C@@H](C)[C@H]1CC[C@H]2[C@@H]3CC(=O)C4=CC(=O)/C(=C\c5ccco5)C[C@]4(C)[C@H]3CC[C@]12C)C(C)C,101,105,92,66,75,83,90,77
COc1ccc(-c2cc(-c3cc(OC)c(OC)c(OC)c3)c(C#N)c(=O)n2CCCCC(=O)NO)cc1,45,72,56,51,33,66,93,13
Cn1[nH]c2[nH]c(=S)sc(=S)c2c1=O,115,91,104,104,.,93,117,108
CCc1ccc(C2=C/C(=C/c3ccc(Cl)cc3)C(=O)N2CCc2ccc(S(N)(=O)=O)cc2)cc1,63,14,44,0.1*,11,6.3*,38,6.7*

(more compounds)
molecule,HS 578T,MDA-MB-468,MDA-MB-231,T-47D,K-562,MCF7,BT-549,SR
COc1cc(-c2nc(SCC(=O)N3CCN(c4cc5c(cc4F)c(=O)c(C(=O)O)cn5C4CC4)CC3)nc(Cl)c2C#N)cc(OC)c1OC,111,102,100,110,109,99,124,108
CC(C)N(C(=O)c1ccccc1)C(C)C,108,86,119,99,103,98,106,110
C=C1CC[C@H](C(=C)C)[C@H]2C=C(C)C(=O)C3=C(C(=O)[C@@](C)(O)C3)[C@H]12,-13*,-69*,-70*,-59*,.,-70*,-44*,.
C#CCOCC1CN(C)C(=O)O1 (configuration not stated),109,118,110,126,101,90,131,70

Two records picked at random from those above:
molecule,HS 578T,MDA-MB-468,MDA-MB-231,T-47D,K-562,MCF7,BT-549,SR
Cn1c(S)c(N=Nc2ccccc2)sc1=O,76,77,77,52,90,67,66,93
CC[C@H](CC[C@@H](C)[C@H]1CC[C@H]2[C@@H]3CC(=O)C4=CC(=O)/C(=C\c5ccco5)C[C@]4(C)[C@H]3CC[C@]12C)C(C)C,101,105,92,66,75,83,90,77

Some of the entries above, reformatted.
SMILES: CC(C)N(C(=O)c1ccccc1)C(C)C
  HS 578T: 108	MDA-MB-468: 86	MDA-MB-231: 119	T-47D: 99	K-562: 103	MCF7: 98	BT-549: 106	SR: 110
SMILES: C=C1CC[C@H](C(=C)C)[C@H]2C=C(C)C(=O)C3=C(C(=O)[C@@](C)(O)C3)[C@H]12
  HS 578T: -13*	MDA-MB-468: -69*	MDA-MB-231: -70*	T-47D: -59*	K-562: .	MCF7: -70*	BT-549: -44*	SR: .
